Screening data from PubChem.
DAX1 inh-1: DAX1 (NR0B1) inhibitors on StAR promoter, primary screen, cell-based, luminescence, SF-1 (NR5A1), full-length DAX-1; HEK293T StAR-luciferase reporter, SF-1/DAX-1 repression relief; inhibition, % at 6.8 µM; 370,000 tested, 1.1% active; AID 652010, 2013;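 active = inhibition above the mean over all tested compounds plus 3 SD, cut at about 3.6% in these data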;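 also: 0% = DAX-1 cells with DMSO and 100% = cells lacking DAX-1 with DMSO; higher inhibition means more luminescence from relief of DAX-1 repression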
NPR1 activator: GC-A stimulated cGMP production enhancers – HEK293 GC-A cells, cGMP TR-FRET, EC30 ANP, primary screen | Atrial natriuretic peptide receptor 1 (Homo sapiens), P16066 | 0% at EC30 ANP, 100% saturating ANP | activation, % at 10 µM | 370,000 tested, 0.14% active | AID 1671463, 2021; in the data active = activation above about 40%
hcDAF12 agonist: H. contortus DAF-12 nuclear receptor activators, primary screen, cell-based, luminescence, HEK293, lit1-tk-luc reporter | HEK293 hcDAF-12 lit1-tk-luc reporter; 0% DMSO, 100% Δ7-dafachronic acid | activation, % at 6.8 µM | 370,000 tested, 1.4% active | AID 652067, 2013;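 active = activation above the mean of all tested compounds plus 3 SD, cut at about 5.5% in these data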;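 also: 100% = response to 3 µM Δ7-dafachronic acid high control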
FXN GAA850 act: FXN promoter activators, primary screen, cell-based, luciferase luminescence, HEK293 lucGAA850; HEK293 lucGAA850 FXN promoter luciferase reporter, 24 h; percent of 10 µM SAHA response; activation, % at 6 µM; 360,000 tested, 0.56% active; AID 540364, 2011;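 active = activation above the average of all compounds screened plus 3 SD, cutoff fixed separately per campaign, cut at about 7.5% in these data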;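 also: 0% = DMSO wells and 100% = 10 µM SAHA wells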
hgDAF-12 ag: H. glycines DAF-12 receptor agonists, primary screen, cell-based, luminescence, HEK293, GAL4 fusion, UAS-luciferase; Nuclear hormone receptor DAF-12 (Heterodera glycines), GAL4 fusion; HEK293 GAL4-hgDAF12 UAS-luciferase reporter, agonist luminescence; normalized to butyrate control; activation, % at 6.8 µM; 370,000 tested, 1.8% active; AID 687014, 2013;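 active = activation above a cutoff set at the mean of all screened compounds plus 3 SD, cut at about 10% in these data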;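 also: 0% = DMSO wells and 100% = sodium butyrate wells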
ssDAF12 agonist: S. stercoralis DAF-12 nuclear receptor activators, primary screen, cell-based, luminescence, HEK293, GRIP1 co-expression, lit1-tk-luc. Nuclear hormone receptor DAF-12 (Strongyloides stercoralis). HEK293 ssDAF-12/GRIP1 lit1-tk-luc reporter; % of 3 µM dafachronic acid response. activation, % at 6.8 µM. 370,000 tested, 1% active. AID 652126, 2013;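 active = activation above the mean over all tested compounds plus 3 SD, cut at about 0.9% in these data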;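 also: 0% = DMSO-only wells and 100% = 3 µM delta7-dafachronic acid wells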
sPLA2-III inh: human group III sPLA2 inhibitors, primary screen, biochemical, QFRET, BODIPY PC-A2 liposome substrate. QFRET BODIPY PC-A2 liposome hydrolysis, fluorescence. AID 743126, 2013. 370,000 tested, 0.56% active. inhibition, % at 12.2 µM. Group 3 secretory phospholipase A2 (Homo sapiens), Q9NZ20;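 active = inhibition above mean plus 3 SD of compounds lying within the high and low control bounds, cut at about 19% in these data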;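 also: 0% = median of test compound wells and 100% = no enzyme DMSO wells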
DAX1 inh-2: DAX1 (NR0B1) inhibitors, primary screen, cell-based, HEK293, Gal4-DAX1, luciferase luminescence | Nuclear receptor subfamily 0 group B member 1 (Homo sapiens), P51843 | HEK293 Gal4-DAX1 luciferase reporter | inhibition, % at 6.75 µM | 340,000 tested, 0.99% active | AID 504766, 2011;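 active = inhibition above the mean over all tested compounds plus 3 SD, cut at about 4.2% in these data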;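 also: 0% = DAX1-transfected cells with DMSO and 100% = empty-vector control cells with DMSO; inhibition shows as a rise in luminescence from relieved DAX1 repression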
Target sequence (P51843 207-470 limits assumed): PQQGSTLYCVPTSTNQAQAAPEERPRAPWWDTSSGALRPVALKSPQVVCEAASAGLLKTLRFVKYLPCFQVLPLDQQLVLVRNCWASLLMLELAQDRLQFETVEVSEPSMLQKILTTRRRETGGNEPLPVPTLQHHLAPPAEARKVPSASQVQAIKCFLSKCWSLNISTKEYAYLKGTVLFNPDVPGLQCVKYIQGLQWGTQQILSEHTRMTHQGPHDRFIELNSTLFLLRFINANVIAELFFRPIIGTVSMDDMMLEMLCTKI
NPR2 activator: human GC-B receptor activators, primary screen, HEK293 GC-B cells, cGMP TR-FRET, EC30 CNP | Atrial natriuretic peptide receptor 2 (Homo sapiens), P20594 | 0% at EC30 CNP, 100% saturating CNP | activation, % at 10 µM | 370,000 tested, 0.11% active | AID 1920062, 2024;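 active = activation at 10 µM reaching about 35% in either raw or pattern-adjusted values, limit read from the data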
ADAM10 inh: human ADAM10 inhibitors, primary screen, biochemical, QFRET, HTS; Disintegrin and metalloproteinase domain-containing protein 10 (Homo sapiens), O14672; recombinant ADAM10, EDANS/DABCYL FRET peptide cleavage, 3 h; inhibition, % at 7 µM; 370,000 tested, 0.62% active;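 active = inhibition above a per-campaign cutoff equal to the mean of compounds falling between control-based bounds plus 3 SD, cut at about 20% in these data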;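 also: 0% = DMSO wells while the 100% control is not disclosed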
Target sequence (O14672 214-748 limits assumed): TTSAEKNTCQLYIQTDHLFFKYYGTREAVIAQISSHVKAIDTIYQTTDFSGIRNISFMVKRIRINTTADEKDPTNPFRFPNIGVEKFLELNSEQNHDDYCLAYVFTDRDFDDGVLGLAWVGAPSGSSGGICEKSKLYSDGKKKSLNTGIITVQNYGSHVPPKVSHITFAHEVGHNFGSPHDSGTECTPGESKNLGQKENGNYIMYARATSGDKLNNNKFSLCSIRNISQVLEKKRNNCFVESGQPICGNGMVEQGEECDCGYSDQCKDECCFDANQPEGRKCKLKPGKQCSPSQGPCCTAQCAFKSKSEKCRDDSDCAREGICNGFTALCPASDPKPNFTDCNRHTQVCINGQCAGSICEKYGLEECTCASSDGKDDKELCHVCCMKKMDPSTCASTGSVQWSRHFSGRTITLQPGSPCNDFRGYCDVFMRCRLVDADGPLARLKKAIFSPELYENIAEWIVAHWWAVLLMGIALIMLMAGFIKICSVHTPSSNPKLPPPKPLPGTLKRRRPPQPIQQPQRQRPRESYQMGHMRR
SMARCA2 act: SMARCA2 (BRM) function activators, primary screen, cell-based, luminescence, high throughput; MG213 cells, MMTV-luciferase reporter, dexamethasone, overnight; activation, % at 9.1 µM; 370,000 tested, 1% active; AID 652017, 2013; in the data active = activation above about 7.8%;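 also: 0% = vehicle wells and 100% = reference activator wells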
* = called active by the depositor; i = inactive; · = not tested or not shown.

SMILES	DAX1 inh-1	NPR1 activator	hcDAF12 agonist	FXN GAA850 act	hgDAF-12 ag	ssDAF12 agonist	sPLA2-III inh	DAX1 inh-2	NPR2 activator	ADAM10 inh	SMARCA2 act
O=C(CC1NCCNC1=O)NC1Cc2ccccc2C1 (stereo unspecified)	-0.4	3	-0.5	0.4	-0.9	-1.9	15	·	-2	-4	-2
O=C(O)CCN1C(=O)c2ccccc2C1=O	0.3	4	-1.0	0.2	1.3	-0.1	6	0.2	12	6	-1
CCC(C)c1ccc(NC(=S)NCc2ccccc2OC)cc1 (stereo unspecified)	-0.1	1	0.2	-1.2	1.6	-1.2	-8	-2.2	-3	0	-1
CCn1c(=O)c2cc(C(=O)NC(C)C)sc2c2ccccc21	-1.4	0	-2.7	0.4	-2.9	-1.6	-4	1.0	1	i	1
Cc1noc(C)c1S(=O)(=O)N1CCC(C(=O)Nc2ccccn2)CC1	-1.0	2	-0.7	-1.0	0.1	-1.2	0	0.4	-5	-10	-2
Cc1cccc(NC(=O)CCS(=O)(=O)c2cc3c(cc2Cl)NC(=O)CO3)c1	0.8	-3	-1.4	-0.5	3.5	-1.4	4	0.3	0	-3	-1
COc1ccc([C@@H]2CC(=O)c3c(O)cc(O[C@@H]4OC(CO[C@@H]5OC(C)[C@H](O)[C@@H](O)[C@H]5O)[C@@H](O)[C@H](O)[C@H]4O)cc3O2)cc1O (stereo partly specified)	0.0	2	2.0	-1.1	-2.5	-1.4	8	0.4	-15	-17	-2
CC(=O)Nc1ccc(C(=O)N/C(=C/c2ccccc2)C(=O)NCc2ccco2)cc1	-0.1	5	-0.7	0.9	-0.4	-0.6	10	-1.5	3	-8	1
O=c1c2ccccc2c2ccccc2c(=O)n1Nc1ccccc1	0.2	-28	-0.1	0.3	-1.2	-1.2	-7	0.0	-12	-2	0
Cc1cccc(/C=N/NC(=O)c2ccc(F)cc2)n1	-0.4	2	0.2	3.7	5.8	-0.6	-3	1.3	0	7	3
CC(/C=C/C1(O)C(C)CC(O)CC1(C)C)OC1OC(CO)C(O)C(O)C1O (stereo unspecified)	1.8	3	1.1	1.3	6.8	-0.6	11	1.3	-2	-33	3
COc1ccc(NC(=O)CSc2ccccc2)c(OC)c1	0.7	-4	1.2	5.9	8.2	-1.0	2	1.2	-2	-9	6
Cc1cccc(C(=O)NNc2ncnc3c2cnn3C)c1	-0.3	3	0.7	-0.5	2.5	-1.3	4	-0.7	-3	-5	2
O=C1/C(=C/c2ccncc2)SC(=S)N1C1CCS(=O)(=O)C1 (stereo unspecified)	0.6	-3	-2.8	-4.0	1.4	-1.2	6	-0.7	-4	-8	-1
COc1cccc(Oc2ccc3nnc(C(F)(F)F)n3n2)c1	-0.1	-1	-1.5	1.2	-1.2	-1.2	2	-0.1	-4	0	-2
Cc1ccc(S(=O)(=O)N2CCN(c3ncccn3)CC2)cc1C	0.3	1	-0.4	-2.1	2.4	-0.7	-5	0.6	-2	2	-2
CC(=O)C1C(c2ccccc2)c2c(n[nH]c2C)CC1(C)O (stereo unspecified)	0.0	-1	-0.1	0.9	0.1	-0.5	8	0.7	5	6	-8
O=C(O)/C(=C\c1cccs1)c1ccc(F)cc1	-0.5	-1	1.0	-0.3	-1.1	-1.1	-1	3.1	3	0	-1
CC1=C(C)CC(C(=O)Nc2cccc([N+](=O)[O-])c2)C(C(=O)O)C1 (stereo unspecified)	-0.6	-1	-2.2	1.2	-0.1	-0.9	0	-0.4	3	-11	1
O=[N+]([O-])c1ccc(C2NS(=O)(=O)N=C3CCCCCN32)cc1 (stereo unspecified)	0.1	0	0.3	1.8	-0.3	-1.1	-4	-1.3	-1	8	4
CCCCCCC1CCC(C(=O)NC(CCSC)C(=O)NC(C(=O)OC)C(C)C)CC1 (stereo unspecified)	0.4	2	-1.7	1.7	-0.4	-0.8	-2	-1.7	2	-3	3
CC1CCN(c2ccccc2NC(=S)NC(=O)C(C)(C)C)CC1	-0.6	10	-1.3	1.6	-0.7	-1.6	7	-0.3	-4	-2	0
CCOCCCn1c(=S)[nH]c2cc(C(=O)N3CCC(C(N)=O)CC3)ccc2c1=O	-0.2	5	-0.3	-2.2	1.9	-0.2	-1	0.5	4	-2	1
COc1cccc(-c2ccccc2C2=CC(=O)CC(C)(C)C2=O)c1	2.2	0	-3.0	0.3	2.3	-1.3	0	1.8	2	5	-1
Cc1cc(C)n(NC(=S)NC2CCCCC2)c(=O)c1C#N	-0.2	-2	-1.1	-2.2	-1.4	-1.9	9	1.9	2	-2	-3
(cont.)
SMILES	DAX1 inh-1	NPR1 activator	hcDAF12 agonist	FXN GAA850 act	hgDAF-12 ag	ssDAF12 agonist	sPLA2-III inh	DAX1 inh-2	NPR2 activator	ADAM10 inh	SMARCA2 act
NNC(=O)c1oc2ccccc2c1-n1cccc1	-0.1	1	-2.1	-0.4	1.6	-0.5	1	0.3	-3	-16	0
Cc1ccc(C)c(C(=O)CCC(=O)O)c1	0.1	4	-1.4	-1.2	-2.2	-1.0	11	-0.9	4	-2	-3
COc1ccc(C2CC(C(C)(C)C)=NN2c2ccc(S(N)(=O)=O)cc2)cc1 (stereo unspecified)	-1.2	2	-1.1	1.3	-0.3	-1.6	-17	2.7	6	1	-5
CCCCN1C(=O)NC(NC(=O)c2ccco2)(C(F)(F)F)C1=O (stereo unspecified)	0.0	5	-0.4	2.3	-0.4	-1.5	-2	0.3	3	-3	-1
S=C1NCN(Cc2ccco2)CN1c1ccccc1	0.0	7	-0.6	0.8	0.3	-0.7	1	0.6	3	1	3
Cc1cccc(-n2cnc(C(=O)NC3CCCCCC3)c2)n1	1.8	4	0.9	2.1	6.3	-0.6	6	1.5	-5	2	5
Cc1ccc(CN2CCC(C(=O)Nc3cccc(-c4cccc(F)c4)c3)CC2)o1	0.7	-5	-0.7	0.3	1.9	-1.1	-10	0.2	-2	14	-1
Cc1ccc(CNC(=O)COC(=O)CSc2ccc(Br)cc2C)cc1	0.3	4	4.1	3.1	-2.7	-1.3	-36	0.1	-5	19	-1
CN1CCc2[nH]c3ccc(C(=O)NN)cc3c2C1	-0.5	6	-0.9	0.3	5.4	-0.5	-9	0.6	-3	-7	1
O=C(O)c1cn(-c2ccc(N3CCCC3)c(F)c2)c2c(F)c(F)c(F)cc2c1=O	0.0	-3	0.0	-0.5	-1.3	-0.6	-2	0.2	-4	-2	-1
COc1ccc(CNc2nc(NCc3ccc(OC)cc3)n(C(=O)c3ccncc3)n2)cc1	-0.7	-2	-0.7	-0.3	-0.2	-1.9	-2	0.0	-2	1	-1
FC(F)(F)c1cccc(Cn2ccc3ccc(-c4ccc5ccn(Cc6ccccc6)c5c4)cc32)c1	-1.0	0	-1.7	·	-0.7	-1.2	-7	·	-3	-39	-2
O=C(Cn1ncc2c([nH]c3ccccc32)c1=O)Nc1ccc(F)cc1F	0.5	0	2.4	0.1	4.0	-1.5	5	0.2	-2	10	-2
COc1ccccc1NC(=O)Nc1ccnn1C1CCN(C(=O)c2cccnc2)CC1	0.3	3	1.9	1.3	-2.6	-1.0	4	-0.9	5	0	2
N#Cc1nc(-c2ccco2)oc1NCc1cccnc1	-0.3	4	1.7	0.1	0.4	-1.6	5	-0.6	0	-66	0
COc1ccc(CCNS(=O)(=O)c2ccc([N+](=O)[O-])cc2)cc1OC	-0.6	2	-1.0	-0.5	0.1	-1.3	4	-0.1	2	-7	-2
CCn1c(=O)cc(SCC(=O)N2CCCCC2)c2ccccc21	-0.3	-1	0.2	1.7	-0.1	-0.8	-2	1.2	10	-20	5
Cc1cc(C(=O)Nn2c(C)nc3ccccc3c2=O)ccc1[N+](=O)[O-]	0.3	1	0.1	0.3	-2.6	-1.9	6	0.8	2	-3	-3
Cc1cc(=O)oc(C)c1C(=O)NCc1ccccn1	0.4	2	-2.9	-1.2	0.1	-1.8	0	-0.1	2	-3	-2
Cc1nnc(SCC2=C(C(=O)O)N3C(=O)C(NC(=O)c4cc(F)c(F)cc4Cl)C3SC2)s1 (stereo unspecified)	0.6	-1	-1.3	0.8	6.7	-1.4	2	0.7	4	-9	0
CC(C)C(=O)N1CCCC1(C)C(=O)Nc1ccc(-n2cncn2)cc1 (stereo unspecified)	1.5	-1	1.4	-0.1	-1.0	-0.5	4	·	0	0	1
COc1ccc(-c2coc3cc(O)ccc3c2=O)cc1O	5.0*	2	1.3	2.5	13*	0.3	-2	3.6	0	-148	8.0*

Nothing new here: entries from further up.
SMILES	DAX1 inh-1	NPR1 activator	hcDAF12 agonist	FXN GAA850 act	hgDAF-12 ag	ssDAF12 agonist	sPLA2-III inh	DAX1 inh-2	NPR2 activator	ADAM10 inh	SMARCA2 act
O=C(CC1NCCNC1=O)NC1Cc2ccccc2C1 (stereo unspecified)	-0.4	3	-0.5	0.4	-0.9	-1.9	15	·	-2	-4	-2
O=C(O)CCN1C(=O)c2ccccc2C1=O	0.3	4	-1.0	0.2	1.3	-0.1	6	0.2	12	6	-1
CCC(C)c1ccc(NC(=S)NCc2ccccc2OC)cc1 (stereo unspecified)	-0.1	1	0.2	-1.2	1.6	-1.2	-8	-2.2	-3	0	-1
CCn1c(=O)c2cc(C(=O)NC(C)C)sc2c2ccccc21	-1.4	0	-2.7	0.4	-2.9	-1.6	-4	1.0	1	i	1
Cc1noc(C)c1S(=O)(=O)N1CCC(C(=O)Nc2ccccn2)CC1	-1.0	2	-0.7	-1.0	0.1	-1.2	0	0.4	-5	-10	-2
Cc1cccc(NC(=O)CCS(=O)(=O)c2cc3c(cc2Cl)NC(=O)CO3)c1	0.8	-3	-1.4	-0.5	3.5	-1.4	4	0.3	0	-3	-1
COc1ccc([C@@H]2CC(=O)c3c(O)cc(O[C@@H]4OC(CO[C@@H]5OC(C)[C@H](O)[C@@H](O)[C@H]5O)[C@@H](O)[C@H](O)[C@H]4O)cc3O2)cc1O (stereo partly specified)	0.0	2	2.0	-1.1	-2.5	-1.4	8	0.4	-15	-17	-2
CC(=O)Nc1ccc(C(=O)N/C(=C/c2ccccc2)C(=O)NCc2ccco2)cc1	-0.1	5	-0.7	0.9	-0.4	-0.6	10	-1.5	3	-8	1
